Xi reactivation – X-chromosome reactivation activator | XiGFP mouse fibroblasts, % GFP-positive cells imaging, 3 d; cells co-treated with 5-aza-dC sensitizer; scaled so ellipticine positive control = 100% | activation, % at 7.58 µM | 360,000 tested, 0.055% active | AID 743238;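 active = mean normalized replicate activation at least 10% and every replicate at or above 10%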;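 also: 0% = median of on-plate neutral control wells and 100% = ellipticine 6 µM median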
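Material: XiGFP fibroblasts, SV40-immortalized. Buffer or medium: DMEM plus 5-aza-dC sensitizer. Compound: single concentration per compound, delivered by pin transfer. Times: 3 days compound exposure. Controls: ellipticine 6 µM.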
Cneo AK release – Cryptococcus neoformans lysis via adenylate kinase release | C. neoformans lysis, adenylate kinase release luminescence, 4 h; normalised: neutral wells 0, clomiphene wells 100 | lysis activity, % at 15 µM | AID 651654 | 360,000 tested, 0.2% active;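 active = mean lysis activity across replicates of at least 80%, whatever share of replicates individually reach that level; inactive = mean lysis activity below 80%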
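Assay system: log-phase C. neoformans yeast / Quantity: yeast cell density of 5 × 10^6 cells/mL / Medium: fresh YPD growth medium / Compound: single dose / Timing: static 4 h at 37 °C with compound, 1 h detection / Measured by: adenylate kinase release luminescence / Read-out: lysis from increased AK signal / Benchmarks: Clomiphene as positive lysis control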
PGC1a acetyl inh – lowers PGC1a acetylation signal in U2OS cells | AID 651687 | inhibition, % at 15.6 µM | AlphaScreen anti-acetyl-lysine; with virally co-expressed GCN5 acetyltransferase | 350,000 tested, 0.17% active;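 active = every replicate shows inhibition of at least 40%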;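 also: 0% = neutral control wells and 100% = positive control wells; some results beyond the cut were filed as inactive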
ERAP1 HTS inh – ERAP1 (human) enzyme inhibition | Q9NZ08 | recombinant ERAP1, Leu-AMC fluorescence, 60 min | inhibition, % at 10.7 µM | 340,000 tested, 0.15% active;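 active = mean replicate inhibition of at least 30%, or all replicates individually reaching that 30% level; inactive = mean below 30% and not every replicate reaching it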;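 also: 0% = neutral control wells and 100% = L-leucinethiol positive control wells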
Statin myotox sup – suppressors of simvastatin-induced myotoxicity in C2C12 myotubes; ATP luminescence, 48 h; scaled: DMSO 0, geranylgeraniol control 100; rescue of ATP level, % at 7.49 µM; 330,000 tested, 0.78% active; AID 602340;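 active = mean ATP rescue above about 67%, or every replicate alone reaching that limit, limit read from the data, passing the limit was not always enough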;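 also: myotubes were challenged with 10 µM simvastatin during compound exposure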
LGR2 antag – inhibitors of bursicon-induced Drosophila LGR2 receptor cAMP signaling; HEK293 LGR2, CRE-luciferase, bursicon-stimulated, 4 h; inhibition, % at 9.99 µM; 380,000 tested, 0.35% active; AID 720647;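 active = drop in luminescence signal, shown as inhibition above about 50% in the replicate tests, limit read from the data, passing the limit was not always enough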;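 also: agonist challenge used bursicon conditioned medium at about half maximal strength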
SIRT5 inh – blocks human SIRT5 desuccinylation of peptide; Q9NXA8; Purified SirT5, succinyl-peptide AMC, trypsin-coupled fluorescence; inhibition, % at 15 µM; 330,000 tested, 1.1% active; in the data active = inhibition above about 15%
Target sequence (Q9NXA8 whole entry, looked up): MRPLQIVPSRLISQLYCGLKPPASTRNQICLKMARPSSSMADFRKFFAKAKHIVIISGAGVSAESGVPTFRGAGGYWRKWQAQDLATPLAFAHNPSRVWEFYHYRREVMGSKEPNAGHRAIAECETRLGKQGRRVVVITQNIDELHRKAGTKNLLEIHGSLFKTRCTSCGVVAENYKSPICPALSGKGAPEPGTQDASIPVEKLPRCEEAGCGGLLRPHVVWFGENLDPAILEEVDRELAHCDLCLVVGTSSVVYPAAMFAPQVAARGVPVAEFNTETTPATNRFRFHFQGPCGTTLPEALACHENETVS
S100A4 MyoIIA – inhibitors of human S100A4 binding to myosin IIA peptide. AID 652163. inhibition, % at 10.7 µM. P26447. 360,000 tested, 0.14% active. S100A4/TAMRA-MyoIIA peptide fluorescence polarization;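 active = mean inhibition of at least 70% across replicates, with every replicate also reaching that level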
Target sequence (P26447 whole entry, looked up): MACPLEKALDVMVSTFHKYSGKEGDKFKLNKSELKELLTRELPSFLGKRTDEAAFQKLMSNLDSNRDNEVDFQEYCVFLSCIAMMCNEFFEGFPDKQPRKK
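Material: human S100A4 monomer with TAMRA-labelled myosin IIA peptide; buffer or medium: HEPES pH 7.2 with CaCl2, KCl, NaCl, DTT, Triton; compound dosing: one concentration per compound; schedule: 5 min incubation before reading; benchmarks: neutral control DMSO, positive control TFP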
* = called active by the depositor; · = not tested or not shown.

SMILES | Xi reactivation | Cneo AK release | PGC1a acetyl inh | ERAP1 HTS inh | Statin myotox sup | LGR2 antag | SIRT5 inh | S100A4 MyoIIA
CCN=C1SC(C(=O)Nc2cccc(Cl)c2)CC(=O)N1CC (configuration not stated) | 0.0 | · | · | 2 | · | · | -5 | -1
CC(C)C(NC(=O)c1ccc(Cl)cc1Cl)C(=O)N1CCC1 (configuration not stated) | 0.1 | 1 | -17 | -3 | 11 | -13 | · | 0
C#CCOCCOCCOCCNc1nc(N2CCN(C(=O)Cn3cc(CCCCN)nn3)CC2)nc(N2CCN(C(=O)[C@H](CCCCN)n3cc(CCCC)nn3)CC2)n1 | -0.2 | 2 | · | -3 | 5 | -9 | -3 | -8
COc1ccc(S(=O)(=O)Nc2ccc3c(c2)C(=O)N([C@@H](C)CO)C[C@@H](C)[C@H](CN(C)S(=O)(=O)c2cccs2)O3)cc1 | 0.8 | -1 | -7 | 1 | 49 | -8 | 1 | -30
C[C@@H]1CN([C@H](C)CO)C(=O)c2cccc(NS(C)(=O)=O)c2O[C@H]1CN(C)C(=O)Nc1ccc(C(F)(F)F)cc1 | -0.6 | 1 | -8 | -1 | -8 | 6 | 0 | -4
CC1(C(=O)Nc2cccc(C(F)(F)F)c2)Cc2c(-c3ccc4c(c3)OCO4)ccnc2O1 (configuration not stated) | 0.4 | 0 | 3 | -3 | -3 | -10 | · | 4
COc1cccc(S(=O)(=O)N[C@H]2CC[C@H](CC(=O)NCc3ccc(F)cc3)O[C@@H]2CO)c1 | -0.5 | -3 | 55* | 1 | 4 | 2 | -2 | -3
COC(=O)c1c(NC(=O)C2CC=CCC2C(=O)O)sc(C)c1C (configuration not stated) | · | 18 | -7 | · | 23 | -3 | · | ·
CC(C)CCOCC(O)CCC(=O)NNC(=S)Nc1ccccc1 (configuration not stated) | 0.0 | · | · | -4 | · | -6 | -6 | 6
CCOc1ccc(OCC(=O)OCC(=O)Nc2ccccc2C#N)cc1 | 0.0 | -1 | · | 1 | -1 | -6 | -1 | -1
COc1ccc(CNC(=O)c2cc3cc(OC)ccc3oc2=O)cc1 | 0.1 | 0 | · | -2 | -13 | -9 | -2 | -3
CCOc1ccc(C(=O)NCC(=O)OCc2c(C)noc2C)cc1 | 0.0 | 2 | · | -4 | · | 1 | -4 | -4
COc1ccc(CCNC(=O)C2CCCN(C(=O)N(C)C)C2)c(OC)c1 (configuration not stated) | · | 0 | 0 | -1 | 13 | 6 | -3 | -2
COc1cccc(NC(=S)NC(=O)Cc2ccccc2)c1 | 0.2 | · | 0 | · | · | -32 | · | -1
N#C[C@H]1[C@@H](c2ccc(-c3ccccc3F)cc2)[C@@H](CO)N1C(=O)C1CCOCC1 | -0.1 | -3 | 8 | 0 | -12 | 17 | 2 | -4
C[C@H](CO)N1C[C@H](C)[C@@H](CN(C)C)OCCCC[C@H](C)Oc2ccc(NC(=O)NC3CCCCC3)cc2C1=O | 0.0 | 0 | 1 | 2 | -5 | 0 | -2 | 6
Cc1ccc(-c2ccc([C@H]3[C@H](CO)N4CCCCN(C(=O)c5ccc(F)cc5)C[C@@H]34)cc2)cc1 | 0.1 | -5 | -4 | -1 | 25 | -2 | 3 | -3
COc1ccc(S(=O)(=O)n2c(N)nc3ccccc32)cc1 | -0.1 | 0 | · | 14 | 13 | -18 | 5 | 3
COc1ccc(C)cc1NC(=O)CCCN1C(=O)CN(C)C1=O | 0.1 | -2 | 15 | 3 | 19 | · | 0 | 5
C[C@@H]1CCCCO[C@@H](CN(C)S(=O)(=O)c2ccc(Cl)cc2)[C@H](C)CN([C@H](C)CO)C(=O)c2cc(NC(=O)CCC(F)(F)F)ccc2O1 | 0.3 | -3 | -4 | 3 | · | 4 | 6 | 9
CCOC(=O)Cc1csc(SCC(=O)N2CCN(c3ccccc3)CC2)n1 | -0.1 | -2 | 1 | 3 | 10 | 10 | 2 | -16
Cc1oc2ccc(OCc3ccc(Cl)cc3)cc2c1C(=O)O | -0.2 | 2 | 7 | -1 | 5 | -6 | 0 | -16
CCOC(=O)C1CCCN(C(=O)C2CCN(S(=O)(=O)c3cccs3)CC2)C1 (configuration not stated) | · | -1 | 9 | · | -13 | -13 | · | ·
CC(C)c1cn(CC[C@H]2CC[C@@H](NC(=O)C3CCOCC3)[C@H](CO)O2)nn1 | -0.1 | · | -10 | 0 | · | -25 | -2 | -3
C[C@H](CO)N1C[C@H](C)[C@@H](CN(C)Cc2ccccc2)Oc2cc(-c3ccccc3)ccc2S1(=O)=O | 2.5 | · | 14 | · | -75 | 21 | · | ·
CN(C)c1nc(-c2cccs2)cc(C(F)(F)F)c1C#N | 0.0 | -1 | -7 | 4 | · | 5 | -1 | -6
CCOC(=O)c1c(NC(=S)N2CCN(C)CC2)sc(C)c1-c1ccccc1 | 0.0 | 7 | -2 | -3 | 0 | 12 | -3 | -1
Cc1ccc(-c2cnc3c(c2)C(=O)N([C@@H](C)CO)C[C@@H](C)[C@H](CN(C)Cc2ccccc2F)O3)cc1 | · | 6 | -7 | 0 | -7 | · | 10 | 2
O=C(NC1CCCN(c2ccc(C(F)(F)F)cn2)C1)c1cc(Cl)ccc1F (configuration not stated) | 0.0 | 0 | -2 | 3 | · | -8 | 0 | -3
CCOC(=O)c1c(NC(=O)CCS(=O)(=O)c2ccccc2)sc2c1CCN(C)C2 | 0.0 | 0 | 4 | 0 | -3 | -12 | 0 | -4

Record cards, from the list above.
`CC(C)c1cn(CC[C@H]2CC[C@@H](NC(=O)C3CCOCC3)[C@H](CO)O2)nn1` reads Xi reactivation: -0.1; Cneo AK release: ·; PGC1a acetyl inh: -10; ERAP1 HTS inh: 0; Statin myotox sup: ·; LGR2 antag: -25; SIRT5 inh: -2; S100A4 MyoIIA: -3
`CN(C)c1nc(-c2cccs2)cc(C(F)(F)F)c1C#N` reads Xi reactivation: 0.0; Cneo AK release: -1; PGC1a acetyl inh: -7; ERAP1 HTS inh: 4; Statin myotox sup: ·; LGR2 antag: 5; SIRT5 inh: -1; S100A4 MyoIIA: -6

(list continues)
SMILES | Xi reactivation | Cneo AK release | PGC1a acetyl inh | ERAP1 HTS inh | Statin myotox sup | LGR2 antag | SIRT5 inh | S100A4 MyoIIA
C=CCOc1c(Br)cc(CNc2ccc(NC(=O)C(C)C)c(OC)c2)cc1OCC | 0.0 | · | · | 3 | · | · | -6 | -11
O=C(Cn1cc(COc2ccc(-n3cccc3)cc2)nn1)NS(=O)(=O)c1ccccc1C(F)(F)F | 0.0 | -2 | 6 | -1 | 23 | 13 | · | 5
COc1cc(/C=C2\NC(=S)NC2=O)ccc1OCc1cccc(C(=O)O)c1 | 0.0 | -3 | -19 | 18 | -5 | 18 | 3 | -3
c1ccc2c(COn3nnc4ccccc43)cccc2c1 | · | 15 | 7 | · | 27 | -29 | · | ·
COCC#Cc1ccc([C@@H]2[C@H](CO)N3CCCCN(C(=O)NC4CCCC4)C[C@@H]23)cc1 | 0.0 | 51 | -1 | 0 | -24 | -5 | 0 | 30
COCC(=O)N1C[C@H](C)[C@@H](OC)CN(C)C(=O)c2ccc(NC(=O)c3ccc(F)cc3)cc2OC[C@@H]1C | 0.0 | · | 6 | 4 | · | -9 | 2 | -2
CN1C(=O)c2cc(NC(=O)Cc3cccs3)ccc2OC[C@H]2O[C@@H](CC(=O)N[C@H]3CCN(Cc4ccccc4)C3)CC[C@H]21 | 0.0 | 33 | · | -3 | 38 | -12 | 10 | 8
CN1CCN(C(=O)C[C@@H]2CC[C@@H]3[C@H](COC[C@@H](O)CN3S(=O)(=O)c3cccc(Cl)c3)O2)CC1 | -0.1 | -3 | 3 | 0 | -8 | 6 | 3 | 1
COc1cc(C(=O)NC(=S)N2CCN(C)CC2)cc(OC)c1OC | 0.0 | 1 | 6 | -2 | 1 | -26 | · | 8
CO[C@@H]1CN(C)C(=O)c2ccc(NC(C)=O)cc2OC[C@H](C)N(C(=O)c2cnccn2)C[C@H]1C | 0.1 | · | 14 | · | 10 | 8 | · | ·
COc1ccc(-c2cc(CCCC(=O)NCCc3ccccc3)no2)cc1 | 0.6 | 1 | -2 | -7 | · | -42 | -1 | -5
CCc1[nH]nc2c1C(C1C=CCCC1)C(C#N)=C(N)O2 (configuration not stated) | 0.3 | · | · | 10 | · | 13 | 2 | -3
CN(C)C(=O)C[C@@H]1CC[C@H]2[C@@H](COC[C@H](O)CN2Cc2nccs2)O1 | 0.0 | -2 | 13 | -7 | -5 | 10 | 1 | 1
O=C(C=Cc1cccs1)c1cccs1 | 0.2 | 0 | -5 | 5 | -1 | -40 | 4 | 7
COc1cc(CNCCc2c[nH]c3ccccc23)cc(Cl)c1OCC(N)=O | 0.0 | -1 | · | 4 | · | · | 2 | -5
O=C(/C=C/[C@H]1O[C@@H](n2cnc3c(NC(=O)c4ccccc4)ncnc32)[C@H](O)[C@@H]1O)NCc1ccc2c(c1)OCO2 | 0.7 | 1 | -1 | 0 | 6 | -7 | 0 | 2
CCCCNC(=O)c1onc(CSc2ccc(Cl)cc2)c1C(=O)O | 0.0 | -1 | -4 | -1 | -3 | -21 | · | 0
Cc1c(O)ccc(C(=O)COc2ccc(F)cc2)c1O | · | -1 | -13 | · | 6 | -60 | · | ·
CC(=O)Nc1nc2cccc([N+](=O)[O-])c2s1 | 0.0 | · | · | 1 | · | -15 | -3 | 1
C[C@@]12C(=O)Nc3cc(F)c(F)cc3C(=O)N1[C@H]1c3ccccc3OC[C@@H]1[C@@H]2c1ccccc1 | 0.0 | 4 | -2 | 0 | 2 | · | -1 | 3
CCOC(=O)c1ccc(NC(=O)C2CC(=O)Nc3nc4ccccc4n32)cc1 (configuration not stated) | 0.0 | · | 10 | -1 | · | -15 | 6 | 3
COC(OC)c1nc(SCC(=O)Nc2cccc(Cl)c2)ncc1C(=O)O | -0.1 | -2 | -4 | 6 | 2 | 7 | 3 | -6
Nc1nc(C2CCCN2S(=O)(=O)c2ccc(Cl)cc2)cs1 (configuration not stated) | · | 0 | -17 | · | -12 | 3 | · | ·
COCCNC(=S)N(CCc1c(C)[nH]c2ccccc12)Cc1cccnc1 | 0.0 | 2 | · | 3 | -2 | -8 | -1 | 4
O=C(c1ccc2c3c(cccc13)CC2)C1CCCN(Cc2ccncc2)C1 (configuration not stated) | · | 6 | 2 | · | 4 | 15 | 3 | -1
CCC(=O)Nc1ccc2c(c1)C(=O)N(C)C[C@@H](OC)[C@H](C)CN(C(=O)Cc1ccccn1)[C@H](C)CO2 | 0.5 | -2 | 4 | -1 | 9 | -2 | -1 | -3
C[C@H](CO)N1C[C@H](C)[C@H](CN(C)C(=O)CCCN(C)C)OCCCC[C@H](C)Oc2ccc(NC(=O)Nc3ccc4c(c3)OCO4)cc2C1=O | 0.2 | 1 | 0 | · | · | 9 | · | ·
S=c1[nH]nc(Cc2ccccc2)n1-c1ccc(Cl)cc1 | 0.4 | · | · | 0 | · | 7 | -1 | -7
CCOC(=O)C1(Cc2ccccc2Cl)CCN(C(=O)CN2CCOC2=O)CC1 | 0.3 | · | 1 | -4 | -5 | -116 | 0 | -3

Some of the compounds tested; count on the stated rates, not on these rows.
